# Rac1 GTP hydrolysis: MgcRacGAP GTPase-activating activity inhibitors, confirmation, biochemical, ADP Hunter fluorescence; one-dose inhibition, % at 30 µM; IC50 in µM for titrated hits; 340,000 compounds, 0.6% hits; AID 624330; MgcRacGAP-stimulated Rac1 GTP hydrolysis, ADP Hunter fluorescence; higher % means a stronger effect; GST-tagged Rac1 F28L mutant substrate;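 active means first-screen hits whose inhibition reached a set limit at any dose in the follow-up dose series; inconclusive means inhibition above the set first-screen limit but never retested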;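 further: fluorescence reports GDP produced by GAP-driven GTP hydrolysis; strong numbers were not always called active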
# LYP inhibition: inhibitors of LYP phosphatase, biochemical, fluorescence intensity, uHTS (AID 1779); 290,000 compounds, 0.054% hits; recombinant LYP phosphatase, fluorescence intensity; higher % means a stronger effect; inhibition, % at 11.5 µM, or IC50 in µM where a hit was titrated; in the data active means inhibition above about 50%;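 further: plate controls were vehicle with enzyme for no effect and no enzyme for full effect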
# SV40 large T antigen: SV40 large T antigen inhibitors, biochemical (AID 1903). SV40 large T antigen ATPase/helicase inhibition assay; higher % means a stronger effect. 310,000 compounds, 0.39% hits. inhibition, % at 20 µM; hits with a dose series show IC50 in µM; in the data active means a potency from the dose series; inconclusive means inhibition mostly from about 32% at the one dose, without a potency; inactive means the rest, 99 in 100 with inhibition below about 32%; further: strong numbers were not always called active
# XIAP antagonists: XIAP antagonists, biochemical, IAP family, fluorescence polarization (AID 1018); 200,000 compounds, 0.007% hits; XIAP BIR domain, fluorescence polarization peptide displacement; higher % means a stronger effect; displacement, % at 20 µM, or IC50 in µM where a hit was titrated; in the data active means displacement above about 50%; further: a part of the inactive calls stands beside numbers as strong as those of hits
# RSV antiviral HEp-2: RSV antiviral activity via CPE protection, HEp-2 cells, primary 10 µM value included (AID 2391); HEp-2 cells, RSV-induced CPE inhibition; higher % means a stronger effect; CPE inhibition, % at 10 µM; hits with a dose series show IC50 in µM; 310,000 compounds, 0.13% hits; in the data active means a potency from the dose series; inconclusive means CPE inhibition mostly from about 23% at the one dose, without a potency; inactive means the rest, 99 in 100 with CPE inhibition below about 21%; further: strong numbers were not always called active
# Dengue-2 NS5 capping: Dengue-2 NS5 methyltransferase inhibitors, primary screen, biochemical, confirmation dose response (AID 588689); inhibition, % at 25 µM, or IC50 in µM where a hit was titrated; Dengue-2 NS5 methyltransferase capping enzyme assay, biochemical; higher % means a stronger effect; 340,000 compounds, 0.3% hits; in the data active means a potency from the dose series; inconclusive means inhibition above about 29% without an active follow-up result
# HIV peptide binding: cell-free HIV fusion peptide-binding blockers – biochemical, uHTS, fluorescence dequenching, primary screen (AID 1986); cell-free peptide binding, fluorescence dequenching, 30 min; higher % means a stronger effect; 290,000 compounds, 0.3% hits; inhibition, % at 20 µM; hits with a dose series show IC50 in µM; in the data active means inhibition mostly above about 52%, no sharp cut-off; inactive means mostly below about 76%; further: some results filed as inactive read as strong as hits
# Siah-1 displacement: blockers of Siah-1 interaction with plectin peptide – biochemical, fluorescence polarization, rhodamine-plectin, uHTS, primary screen (AID 1817) | Siah-1 / rhodamine-plectin peptide fluorescence polarization; higher % means a stronger effect | one-dose displacement, % at 20 µM; IC50 in µM for titrated hits | 290,000 compounds, 0.02% hits;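 active means displacement of at least 50% at 20 µM, with a fluorescence ratio check between 0.3 and a set limit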;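 further: plate controls were Siah plus tracer with DMSO for no effect and tracer alone without Siah for full effect; strong numbers were not always called active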
# AID2073: disruptors of CaV2.2 binding to Mint1 – biochemical, HTRF (AID 2073); inhibition, % at 20 µM, or IC50 in µM where a hit was titrated; 290,000 compounds, 0.19% hits; HTRF protein-protein interaction, Mint1-CaV2.2; higher % means a stronger effect; in the data active means inhibition mostly above about 51%, no sharp cut-off; inconclusive means no clear call, values can overlap the other calls; inactive means mostly below about 53%; further: some results filed as inactive read as strong as hits
# Dengue-2 NS5 capping pilot replicate: also measured in Dengue-2 NS5 capping; calls as there; inhibition, %; measured here: pilot screen replicate inhibition
# The depositor's hits bear a star; ? = inconclusive; / = no result given.
SMILES,Rac1 GTP hydrolysis,LYP inhibition,SV40 large T antigen,XIAP antagonists,RSV antiviral HEp-2,Dengue-2 NS5 capping,HIV peptide binding,Siah-1 displacement,AID2073,others
CC1(C)CC(=O)C=C(NNC(=O)C2CCCCC2)C1,7%,-7%,24%,-2.7%,1.0%,-1%,-1.4%,-7%,2%,
CCc1ccc(OCCCCN(C)Cc2ccccc2)cc1,29%,-6%,9%,/,-1.9%,-6%,0.0%,0%,-2%,
C/C(=N/NC(=O)c1ccc(C)s1)c1cccc(NC(=O)COc2ccc(Cl)cc2Cl)c1,5%,-2%,7%,-0.5%,4.6%,-3%,1.5%,-4%,0%,
COc1cccc(C2C(C#N)=C(N)OC3=C2C(=O)CCC3)c1OC(=O)c1ccco1 (configuration not stated),13%,3%,10%,-1.6%,1.7%,3%,2.9%,18%,-3%,
O=C(c1ccccc1NS(=O)(=O)c1ccc(Br)cc1)N1CCOCC1,2%,1%,17%,/,2.3%,-4%,1.8%,1%,7%,
O=C(NCc1cccs1)c1cc(C2CC2)on1,-5%,0%,5%,-2.4%,3.3%,0%,2.4%,0%,-2%,
CCc1c(C)nc2cc(-c3ccc(OC)c(OC)c3)nn2c1NCC1CC1,12%,-6%,2%,-3.3%,53%,-14%,0.4%,-4%,20%,
Cc1ccc(C)c(N(C)C(=O)c2cc3c(=O)[nH]c4ccc(C)cc4c3s2)c1,14%,5%,15%,/,-0.6%,3%,-0.3%,-2%,20%,
O=C(C1CCCN(S(=O)(=O)c2ccccc2)C1)N1CCN(c2ccc(F)cc2)CC1 (configuration not stated),5%,-5%,-3%,/,2.4%,-4%,0.0%,-2%,9%,
Cc1ccc2[nH]c3c(c2c1)CN(C(=O)CN1c2ccc(F)cc2CCC1C)CC3 (configuration not stated),3%,-3%,3%,0.0%,15%,24%,9.5%,1%,-13%,Dengue-2 NS5 capping pilot replicate=2.6
Cc1cc(C)cc(NC(=O)c2cc(S(=O)(=O)N3CCCC3)cn2C)c1,-1%,-10%,8%,/,0.7%,1%,-0.8%,-4%,-1%,
CN(C)c1ccc(P(=O)(OC2CCCCC2)C(O)c2ccncc2)cc1 (configuration not stated),7%,-4%,14%,/,-0.5%,9%,1.5%,-1%,-19%,
CCc1cccc(C)c1N1C(=O)CC(C)(C)CC1=O,10%,-10%,-9%,/,/,-2%,0.3%,5%,-8%,
Cc1cc(NS(=O)(=O)c2ccc(NC(=O)CN3C(=O)NC(C)(c4ccccc4)C3=O)cc2)nc(C)n1 (configuration not stated),1%,/,7%,/,1.1%,-7%,/,/,/,
O=C(NN=C(Cc1ccccc1)Cc1ccccc1)c1ccccc1F,4%,0%,7%,-3.9%,0.8%,1%,-1.1%,2%,-7%,
Cn1nc(-c2ccccc2F)c2cc(C(=O)Nc3ccc4c(c3)OCCO4)sc21,3%,0%,19%,-4.6%,38%,-4%,0.9%,-3%,8%,
CCn1c(=O)c(C(=O)NCCN2CCCCC2)c(O)c2ccccc21,4%,-5%,3%,-5.3%,-1.5%,-5%,4.7%,-2%,13%,
CN1CCc2c(sc3nc(SCC(N)=O)n(-c4ccc(Cl)cc4)c(=O)c23)C1,1%,1%,21%,/,1.3%,-60%,92%,2%,11%,
CCN(CC)S(=O)(=O)c1ccc(NC(=O)c2cc(=O)[nH]c3ccccc23)cc1,2%,3%,19%,-4.6%,1.3%,-7%,-0.5%,-2%,3%,
COc1ccc(CNC(=O)c2ccc3c(=O)n(CCCN4CCCC4=O)c(=S)[nH]c3c2)cc1,8%,-3%,3%,-1.2%,0.4%,0%,-0.9%,13%,-19%,
CCNc1c(NCC)c(=O)c1=O,0%,-4%,7%,/,-2.3%,-6%,0.5%,12%,-14%,
Cc1onc(-c2c(F)cccc2Cl)c1C(=O)N1CCN(c2ncc(Br)cn2)CC1,5%,-6%,6%,/,16%,-3%,-1.4%,-3%,-7%,
Cc1ccc([N+](=O)[O-])c2cccnc12,6%,-2%,1%,-5.7%,3.3%,-11%,-1.0%,-5%,2%,
CCOC(=O)c1c(-c2ccco2)csc1N,10%,-9%,15%,-7.4%,0.3%,-1%,-1.3%,-8%,27%,
CCCN(CCC)CC(O)CN1C(=O)N(CN2C(=O)N(CC(O)CN(CCC)CCC)C(=O)C2(C)C)C(C)(C)C1=O (configuration not stated),-25%,-10%,9%,0.4%,-1.7%,1%,0.2%,-8%,-7%,
COc1ccc(NC(=O)Nc2ccccc2F)cc1Cl,5%,-5%,5%,-3.8%,2.7%,/,-0.6%,-2%,-4%,
CCOC(=O)c1[nH]c(COC(=O)CCOc2ccccc2OC)c(C(=O)OCC)c1C,2%,-2%,5%,-10%,0.0%,-3%,-0.7%,-3%,-1%,Dengue-2 NS5 capping pilot replicate=1.1
O=[N+]([O-])c1ccccc1S(=O)(=O)Oc1ccccc1/C=N/n1cnnc1,4%,-5%,12%,1.4%,1.5%,-3%,1.0%,9%,-1%,
Cc1ccc2c(COC(=O)CC3Sc4ccccc4NC3=O)cc(=O)oc2c1C (configuration not stated),7%,-4%,-7%,8.2%,3.3%,5%,5.2%,8%,15%,
CCc1ccc(CN(C)CC(=O)Nc2sccc2C#N)cc1,-5%,0%,2%,-2.3%,9.5%,4%,4.5%,3%,4%,
O=C(CSc1nnnn1-c1cccc2ccccc12)Nc1ccc(C(=O)O)cc1,2%,-10%,9%,/,1.2%,-2%,2.5%,3%,5%,
CCN(CC)C(=O)c1cncc(C(=O)N(CC)CC)c1-c1ccccc1,1%,-7%,0%,-5.5%,2.3%,-6%,1.0%,1%,2%,Dengue-2 NS5 capping pilot replicate=1.2
Oc1cccc(NC(=S)N=Nc2c(O)[nH]c3ccc(Br)cc23)c1,21%,-1%,26%,/,20%,9%,-0.5%,-9%,44%,
CCOc1ccc(NC(=O)C2C(c3ccccc3)C2(Cl)Cl)cc1 (configuration not stated),-1%,-2%,14%,/,20%,/,3.4%,4%,3%,
COC(=O)c1sc(NC(=S)NC(=O)c2ccccc2Cl)nc1C,5%,8%,6%,-6.4%,6.0%,1%,2.1%,-2%,11%,
O=[N+]([O-])c1cc([N+](=O)[O-])c(Oc2cc(F)cc(F)c2)cc1NN1CCCCC1,6%,/,24%,/,2.0%,-4%,/,/,/,
O=C(NCC1CCCO1)C(=O)N/N=C/c1c(F)cccc1Cl (configuration not stated),6%,-8%,4%,/,0.6%,-2%,-0.4%,4%,5%,
CCn1cc([N+](=O)[O-])c(C(=O)N2CCCCCC2)n1,-4%,-8%,7%,/,1.3%,3%,2.2%,0%,-5%,
CC(=O)Nc1ccccc1OCc1nnc(-c2cccs2)o1,14%,-1%,5%,2.9%,0.8%,4%,-1.4%,-3%,-1%,
O=[N+]([O-])c1cccc(NN=Nc2ccccc2)c1,8%,-2%,8%,/,?,-4%,0.4%,3%,8%,
COC(=O)CSc1nc2cc3c(cc2cc1C#N)OCO3,-1%,0%,2%,-6.9%,2.2%,-6%,1.5%,-3%,40%,
O=C(COC(=O)c1ccccc1-n1cnnn1)c1ccc(Br)cc1,2%,/,13%,/,0.5%,-7%,/,/,/,
OCc1nc2nc(Cl)c(Cl)nc2[nH]1,1%,-6%,6%,/,4.1%,-5%,3.4%,-1%,17%,
COc1ccc2c(c1)c1nc3n(c(=O)c1n2CC(=O)Nc1ccccc1)CCS3,5%,-12%,4%,/,-0.2%,-4%,4.8%,-1%,11%,
COc1ccc(/C=C/C(=O)O)cc1S(=O)(=O)N1CCCc2ccccc21,6%,-1%,14%,-4.4%,0.5%,4%,11%,7%,7%,
CC(C)OC(=O)CSc1nnc(Cc2ccccc2)n1C,0%,0%,5%,-1.4%,1.4%,3%,2.4%,3%,0%,
CC12CCC(=O)N1C(C(=O)Nc1ccccc1N1CCOCC1)CS2 (configuration not stated),7%,-10%,10%,/,1.1%,3%,0.1%,10%,-6%,
CCC(C)(C)NC(=O)C(c1ccccc1Cl)N(C(=O)CCC(=O)Nc1cc(C)on1)C1CC1 (configuration not stated),-4%,-6%,-3%,/,1.7%,3%,-1.4%,2%,-15%,
C=CCNC(=O)c1sc(=S)n(-c2ccc(C(=O)OCC)cc2)c1N,-5%,-6%,3%,-5.7%,1.2%,1%,2.1%,0%,-2%,
CCOC(=O)c1snc(C(=O)NC2CCCCC2)c1N,0%,-7%,23%,-5.6%,2.7%,-4%,2.1%,3%,0%,
# (more compounds)
SMILES,Rac1 GTP hydrolysis,LYP inhibition,SV40 large T antigen,XIAP antagonists,RSV antiviral HEp-2,Dengue-2 NS5 capping,HIV peptide binding,Siah-1 displacement,AID2073,others
O=C(NCC1CCN(Cc2cccc(Cl)c2)CC1)Nc1ccc(Cl)cc1,5%,-9%,27%,/,20%,-5%,1.6%,2%,2%,
CCCCNC(=O)c1c[nH]c2ccc(S(=O)(=O)N3CCOCC3)cc2c1=O,0%,-2%,8%,-1.9%,1.3%,-8%,0.3%,-4%,7%,
O=C(NC(=S)Nc1ccc(CN2CCOCC2)cc1)c1ccc(-c2ccc(Br)cc2)o1,/,-14%,7%,/,2.6%,/,2.9%,9%,35%,
CCOC(=O)CC(=O)CSc1nc2c(cc1C#N)CCCCCC2,4%,-7%,7%,-17%,-0.5%,7%,0.3%,-6%,3%,
CC(=O)NC1(C(F)(F)F)NC(=O)N(C2CCCCC2)C1=O (configuration not stated),6%,-7%,5%,-3.5%,0.1%,-4%,-2.1%,-1%,1%,Dengue-2 NS5 capping pilot replicate=-2.1
COc1cc(NC2CCCCC2O)c2nc(-c3ccc(Cl)cc3)ccc2c1 (configuration not stated),7%,1%,4%,/,-0.2%,-5%,13%,-2%,18%,
Cc1cc(C)n(-c2ncnc3c2oc2ccccc23)n1,11%,-2%,7%,2.6%,1.5%,-3%,0.8%,2%,-1%,
O=S(=O)(NCC(c1ccco1)N1CCN(c2ccccc2)CC1)c1ccc(F)cc1 (configuration not stated),-3%,-2%,12%,-9.9%,4.1%,-4%,1.5%,-2%,16%,
Cn1c(O)c(C(C#N)=C2N=c3ccccc3=N2)c2ccccc21,9%,-1%,11%,-5.3%,-0.3%,-1%,-5.3%,-1%,8%,
Cc1csc(SC(C)C(=O)NCC2CCCO2)n1 (configuration not stated),4%,/,10%,/,2.2%,-1%,/,/,/,

# Screening data from PubChem BioAssay.

# Hits appear at their usual frequency (roughly 1.7% active in at least one column).
